# Giardia kill: kills Giardia lamblia; Giardia lamblia trophozoite viability; 340,000 tested, 0.15% active; activity change, % at 7.66 µM, hits read low; in the data active means activity change below about -80%; inconclusive means between about -30% and that limit;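 further: parasites exposed to compound for two days anaerobically before the ATP read; on the % scale 0 is the no-effect control and ±100 the full control effect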
#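 ATP-content bioluminescence gauges trophozoite survival. Cells (100/well) receive compound and incubate anaerobically for 48 hrs at 37 deg C; detection reagent follows for 15-30 min at room temperature.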
# Menin MLL FP TR: displaces Texas Red mutant MLL peptide from human menin. Potency, µM (titrated, usually from 61.6 µM), for inactives: top-dose FP activity change, negative = inhibition, hits mostly inhibitors. 270,000 tested, 0.23% active. O00255. Menin + Texas Red MLL mutant peptide, fluorescence polarization; active means well fitted inhibition curve with a large enough effect in the polarisation, with a control signal flat, not every such curve was filed as active; inconclusive means small, poorly fitted or top-dose-only effect, or effect the other way, or a change in a side signal; inactive means no such curve, though single readings can be large or run the other way; the % refers to the polarisation; further: potency means the concentration at half of the fitted maximal effect; % of control where 0% means no effect; many of its hits are not listed in these tables
# BRCA1 expr act: increases BRCA1 expression. MCF7-BRCA1-FFLuc reporter, luminescence, 48 h; response scale: scaled: vehicle 0%, 10 µM genistein 100%. 380,000 tested, 1.1% active. Potency, µM (doses to about 46.1 µM), without a hit: at the top dose activation, actives largely listed as activators; further: potency means the concentration at half of the fitted maximal effect; nearly all actives have a fitted effect of over 80% in size; some results filed as inactive show a strong effect at the top dose
#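 Cells: MCF7-BRCA1-FFLuc, 2000/well. Exposure: 48 h, 37 °C, 5% CO2. Read: luminescence, 15 min post-substrate. Controls: genistein 10 microM (maximal activation), DMSO (neutral).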
# NPC1 promoter act: activates the NPC1 promoter; Potency, µM (series often up to 9.22 µM), for inactives: at the highest dose activation, most hits filed as activators; 320,000 tested, 2.4% active; Huh7 NPC1 promoter luciferase reporter, 24 h;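 further: potency means the concentration at half of the fitted maximal effect; % of control where 0% means no effect; nearly all actives have a fitted effect of over 60% in size; reporter is driven by a mutant NPC1 promoter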
#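 Luminescence from an NPC1 promoter-driven luciferase reporter in stably transfected Huh7 cells was measured after 24 h compound treatment at 37 °C, followed by 10 min ambient incubation with luciferase detection reagent.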
# ELG1 genotox: genotoxicity induction in ELG1-luciferase HEK293T cells; Potency, µM (doses to about 46 µM), without a hit: at the top dose activity change, positive = activation, most hits filed as activators; HEK293T ELG1-luciferase reporter, luminescence, 16 h; 330,000 tested, 1.3% active; AID 504466; further: potency means the concentration at half of the fitted maximal effect; % of control where 0% means no effect; nearly all actives have a fitted effect of over 60% in size
#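 After overnight (16 hr) compound treatment at 37 °C, ELG1-luciferase HEK293T cells were lysed with ONE-Glo; luminescence quantified 30 min later at room temperature.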
# Gal4-VP16 FLuc: Gal4-VP16 reporter inhibition counter-screen; Drosophila S2 Gal4-VP16 UAS-luciferase, luminescence, 20 h; Potency, µM (top dose mostly 53.6 µM), for inactives: top-dose activity, negative = inhibition, hits mostly inhibitors; 310,000 tested, 3.5% active; AID 2546;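 further: Gal4-VP16 expression switched on by copper sulfate through the metallothionein promoter; potency means the concentration at half of the fitted maximal effect; on the % scale 0 is the no-effect control and ±100 the full control effect; nearly all actives have a fitted effect of over 50% in size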
# PKM2 act: increases activity of human pyruvate kinase M2. P14618. purified PKM2, Kinase-Glo ATP luminescence, activation; response scale: 0% is enzyme alone, no compound. Potency, µM (highest dose often 57.5 µM), without a hit: at the top dose activation, most hits filed as activators. 260,000 tested, 0.34% active; further: potency means the concentration at half of the fitted maximal effect; on the % scale 0 is the no-effect control and ±100 the full control effect; nearly all actives have a fitted effect of over 55% in size
# Target sequence (P14618 whole entry, looked up): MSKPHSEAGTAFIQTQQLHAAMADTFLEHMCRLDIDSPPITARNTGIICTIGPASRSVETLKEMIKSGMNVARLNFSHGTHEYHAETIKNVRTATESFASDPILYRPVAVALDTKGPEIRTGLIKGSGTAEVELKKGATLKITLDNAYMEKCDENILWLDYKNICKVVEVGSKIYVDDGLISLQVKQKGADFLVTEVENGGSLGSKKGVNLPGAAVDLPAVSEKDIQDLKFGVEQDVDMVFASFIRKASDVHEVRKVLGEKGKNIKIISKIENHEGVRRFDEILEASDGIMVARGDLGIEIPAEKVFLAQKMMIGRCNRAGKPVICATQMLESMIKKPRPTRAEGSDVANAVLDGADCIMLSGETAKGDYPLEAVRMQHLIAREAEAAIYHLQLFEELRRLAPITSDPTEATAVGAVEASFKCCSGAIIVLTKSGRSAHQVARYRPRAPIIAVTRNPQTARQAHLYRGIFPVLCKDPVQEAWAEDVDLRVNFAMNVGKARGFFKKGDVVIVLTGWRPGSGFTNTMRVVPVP
#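 Kinase-Glo luminescence reports ATP generated from ADP (0.1 mM) and PEP (0.5 mM) by purified hPK-M2 after 1 h at room temperature, pH 7.2 imidazole buffer; intermediate enzyme activity allows detecting inhibitors and activators.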
# Rab9 promoter act: Rab9 promoter activation | Huh7 Rab9 promoter-luciferase reporter, luminescence, 24 h | Potency, µM (titrated, usually from 9.22 µM), for the others: top-dose activation, negative = inhibition, actives largely listed as activators | 320,000 tested, 2.8% active; further: potency means the concentration at half of the fitted maximal effect; % of control where 0% means no effect; nearly all actives have a fitted effect of over 60% in size
#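 Promoter activation is measured as luciferase luminescence in Huh7 cells stably transfected with a Rab9 promoter–luciferase construct, following 24 h compound exposure at 37 °C and 10 min reagent incubation at ambient temperature.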
# p53 reactivator: mutant p53 re-activation in reporter cells; Potency, µM (series often up to 92.2 µM), for the others: top-dose activity change, positive = activation, actives largely listed as activators; 320,000 tested, 0.063% active; H1299 p53-A138V BP100-luciferase reporter, luminescence, 24 h; AID 504706; further: potency means the concentration at half of the fitted maximal effect; % of control where 0% means no effect; nearly all actives have a fitted effect of over 45% in size
#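 p53-null H1299 cells stably carrying temperature-sensitive p53-A138V and a BP100-luciferase reporter were pinned with compounds (4-point, 1:5 series) and held 24 hrs at 37 deg C. Luminescence was read 10 min after detection reagent.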
# FLuc modulator: firefly luciferase modulation, counter-screen for miR-21 project; P08659; purified FLuc, Km substrates, luminescence inhibition; Potency, µM (top dose mostly 57.5 µM), for inactives: at the highest dose activity change, negative = inhibition, actives largely listed as inhibitors; 360,000 tested, 6.9% active;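 further: potency means the concentration at half of the fitted maximal effect; plate controls were vehicle for no effect and reference inhibitor for full effect; nearly all actives have a fitted effect of over 55% in size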
# Target sequence (P08659 whole entry, looked up): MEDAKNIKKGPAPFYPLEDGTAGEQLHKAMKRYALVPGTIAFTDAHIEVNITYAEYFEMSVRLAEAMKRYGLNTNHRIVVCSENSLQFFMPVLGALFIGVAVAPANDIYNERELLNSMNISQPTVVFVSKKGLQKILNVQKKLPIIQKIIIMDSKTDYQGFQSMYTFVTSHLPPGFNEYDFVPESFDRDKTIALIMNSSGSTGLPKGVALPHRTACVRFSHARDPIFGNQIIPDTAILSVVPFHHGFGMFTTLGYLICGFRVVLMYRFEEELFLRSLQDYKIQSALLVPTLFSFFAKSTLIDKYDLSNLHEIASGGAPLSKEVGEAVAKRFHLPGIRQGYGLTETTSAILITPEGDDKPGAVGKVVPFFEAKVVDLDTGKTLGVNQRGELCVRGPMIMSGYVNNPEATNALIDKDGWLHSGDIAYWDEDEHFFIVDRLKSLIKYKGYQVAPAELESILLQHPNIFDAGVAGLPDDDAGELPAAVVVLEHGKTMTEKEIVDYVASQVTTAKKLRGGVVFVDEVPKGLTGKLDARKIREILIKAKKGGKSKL
#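 Biochemical qHTS of compounds, final roughly 60 µM downward over six points, against 10 nM purified firefly luciferase using Km concentrations of substrates (10 uM D-luciferin, 10 uM ATP) in Tris acetate pH 7.5 buffer; luminescence output.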
# RORgamma inh: ROR gamma (mouse) transcription inhibition; Drosophila S2 Gal4-RORgamma UAS-luciferase reporter, 20 h; Potency, µM (highest dose often 53.6 µM), for inactives: at the highest dose activity change, negative = inhibition, hits mostly inhibitors; 310,000 tested, 5.4% active; AID 2551; further: potency means the concentration at half of the fitted maximal effect; on the % scale 0 is the no-effect control and ±100 the full control effect; nearly all actives have a fitted effect of over 60% in size
#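 Read-out: Photinus luciferase luminescence; inhibitors lower reporter signal. Insect Schneider cells with Gal4-ROR gamma fusion under metallothionein promoter, UAS reporter; 700 uM final copper sulfate induction, 20 hr, ambient temperature.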
# The depositor's hits bear a star; ? = inconclusive; · = no result given; & = joins results of further samples; [ ] = remark or other dose. Unless noted, the call rests on the fitted dose curve; in most records, active means well fitted curve in the direction sought with a large enough effect; inconclusive means small, poorly fitted or top-dose-only effect, or another doubt; inactive means no such curve, though single readings can be large; an effect the other way counts as inactive or inconclusive. Some of the compounds tested (hit frequency here may not be typical).
SMILES,Giardia kill,Menin MLL FP TR,BRCA1 expr act,NPC1 promoter act,ELG1 genotox,Gal4-VP16 FLuc,PKM2 act,Rab9 promoter act,p53 reactivator,FLuc modulator,RORgamma inh
O=C(CCc1ccccc1)NC1C2CC3CC(C2)CC1C3 (configuration not stated),-4,-5%,7%,-2%,2%,-3%,1%,6%,·,1%,22%
N#Cc1nc(Nc2cc(F)cc(F)c2)c2ncn(CC(F)F)c2n1,-26,·,51%,?,1%,·,·,?,?,?,·
CC(C)N(Cc1ccccc1)C(=O)CN1C(=O)NC(Cc2ccccc2)(c2ccccc2)C1=O (configuration not stated),-7,·,-44%,-1%,-15%,?,2%,3%,-9%,6%,31%
CNC(=O)COc1coc(CN2CCN(C(=O)c3ccco3)CC2)cc1=O,-8,·,-3%,0%,1%,·,·,-3%,0%,9%,·
CCCCN(C(=O)C1CCC1)c1c(N)n(CCC)c(=O)[nH]c1=O,2,·,0%,-3%,9%,·,·,-1%,17%,4%,·
COC(=O)c1ccc(C23CC4(C2)[C@H](CN(Cc2ccc(-c5ccccc5)cc2)[C@@H]4c2ccccc2)C3c2ccccc2)cc1 (some centres not stated),12,4%,7%,-3%,1%,19%&-12%,-4%&-1%,2%,1%,6%,-5%&-19%
CN1C(=O)C(O)(C2COC(C)(C)CC2=O)c2cc(Br)ccc21 (configuration not stated),9,14%,-72%,3%,14%,2%,-1%,1%,16%,-3%,-7%
Nc1ccccc1Sc1ccccc1[N+](=O)[O-],11,16%,-10%,1%,-2%,-8%,0%,-1%,-1%,6%,?
COc1ccc2oc(C(=O)N3CCN(c4ncccn4)CC3)c(C)c2c1,5,-9%,7%,-5%,0%,0%,-11%,-3%,1%,?,27%
Cn1cc(C(=O)c2ccc(Cl)cc2)cc1-c1nc2ccccc2n1C,7,12%,-66%,-8%,-11%,?,0%,-21%,0%,1%,?
CCNc1nc(CSc2ccccc2)nc2sc(C)c(C)c12,-21,-10%,-88%[inhibitor],-2%,0%,5µM*,2%,2%,-16%,-5%,5.6µM*
CN(C(=O)COC(=O)c1nn(C)c(=O)c2ccccc12)c1c(N)n(Cc2ccccc2)c(=O)[nH]c1=O,-17,·,-14%,1%,-6%,·,·,-1%,3%,5%,·
Cc1nnc(SCc2cc(=O)[nH]c(/N=C(\N)Nc3ccccc3Sc3ccccc3)n2)s1,-8,-10%,-2%,-5%,5%,-21%,-1%,-1%,-4%,0%,43%
Cc1ccc(C)c(N2CCN(C(=O)CCS(=O)(=O)c3ccc4c(c3)NC(=O)C(C)S4)CC2)c1 (configuration not stated),-2,·,-48%,-28%,-13%,?,·,-35%[inhibitor],8%,4%,42%
COc1cccc2[nH]c3c(Cl)ncnc3c12,-7,?,2%,1%,1%,?,-18%,-3%,23%,-16%,-19%
Cn1c(=O)c2c(nc(Cl)n2Cc2ccc(Cl)c(Cl)c2)n(C)c1=O,4,16%,-9%,-2%,-2%,-2%,2%,-15%,0%,3%,-2%
O=C(CCC(=O)c1ccc(Br)cc1)Nc1cccc(C(F)(F)F)c1,8,?,0%,-2%,0%,-11%,-3%,0%,-2%,2%,2%
O=C(Nn1cnnc1)c1cc(-c2cccc(Br)c2)nc2ccccc12,-26,·,7%,18%,?,-26%,-13%,24%,12%,0.85µM*,-32%
COc1ccc(C(OC(=O)c2ccco2)C(=O)NCc2ccc(C)cc2)cc1 (configuration not stated),-8,-5%,2%,-3%,-2%,0%,0%,-4%,2%,-17%,9%
CC1CCN(S(=O)(=O)c2ccc(NC(=O)C3CCN(C(=O)c4ccco4)CC3)cc2)CC1,9,-4%,-41%,-4%,-8%,?,0%,-7%,-3%,-2%,?
Cc1ccc(N2C(=O)CC(N3CCN(c4ccccn4)CC3)C2=O)cc1 (configuration not stated),-3,-19%,-3%,-2%,0%,-6%,-2%,-8%,18%,1%,-6%
CCN(CC)C(=O)C1=C(C)Nc2ncnn2C1c1cccnc1 (configuration not stated),-5,-11%,-27%,-8%,-1%,6%,-2%,-1%,7%,2%,-22%
COc1cc(NS(=O)(=O)c2ccc(N/C=C(\C=O)c3nc4ccccc4o3)cc2)nc(OC)n1,-3,-27%,-7%,-4%,1%,?,-1%,-4%,-21%,6%,8.9µM*
O=C1C(Cl)=C(NC(=O)c2ccccc2)C(=O)C(Cl)=C1NC(=O)c1ccccc1,7,·,-69%,-9%,2%,?,·,-10%,-16%,?,7.1µM*
COc1ccccc1-c1nc(SCC(=O)O)n[nH]1,24,-5%,-26%,-4%,2%,·,0%,-6%,7%,2%,4%[0.365 µM]
Cc1ccc(S(=O)(=O)N2CC=C(C(=O)NCCC(C)C)CC2)cc1,-4,·,9%,-1%,-2%,-1%,3%,-1%,-1%,-3%,21%
COc1ccc2c(c1)C(C)CC(C)(C)N2C(=O)NC1CCCCC1 (configuration not stated),0,2%,87%,-2%,3%,?,6%,0%,10%,-10%,?
COCCOC(=O)c1cc(C(=O)c2cc(F)ccc2O)coc1=N,-9,5%,3%,-1%,0%,-2%,4%,2%,5%,8%,37%
O=c1[nH]cnc2cc(Cl)ccc12,14,2%,-6%,-2%,-1%,-3%,2%,5%,15%,-1%,-3%
COc1ccc2cc(C(=O)NCCO)sc(=O)c2c1OC,1,1%,0%,2%,7%,2%,-2%,-6%,-9%,-1%,0%
COc1ccccc1OCCOC(=O)Nc1ccccc1,1,-19%,59%,7%,0%,1%,-2%,16%,19%,-19%,40%
COc1ccc(N(CC(=O)NCc2ccc(F)cc2)C(=O)c2snc(C(N)=O)c2N)cc1OC,-23,-8%,11%,-2%,4%,-6%,-2%,5%,2%,4%,4%
O=C(O)CN1C(=O)/C(=C\c2cccc(OCc3ccccc3)c2)SC1=S,38[activator],-5%,0%,3%,5%,3%,6%,7%,·,15µM*,-6%
O=[N+]([O-])c1ccc(SCCO)nc1SCCO,-10,·,21%,6%,-1%,-7%,-4%,0%,-3%,1%,-24%
NS(=O)(=O)c1ccc(NCc2cc(Cl)ccc2OCc2ccc(F)cc2)cc1,23,19%,-63%,-2%,2%,-6%,-4%,-2%,1%,-10%,?
CCCn1c(C)nnc1SCC(=O)NC1CCCCC1,-15,4%,10%,-3%,-6%,3%,0%,11%,-14%,0%,3%
Cc1cc(/C=C2/C(=N)N3C(=NC2=O)SN=C3S(C)(=O)=O)c(C)n1-c1ccccc1F,?,25%,?,3.2µM*,-3%,4%,4%,3.2µM*,?,0.3µM*,?
C=CCOc1ccc(C2C(C#N)=C(N)N(Nc3ccccc3)C3=C2C(=O)CC(C)(C)C3)cc1OC (configuration not stated),-2,8%,-66%,-11%,-4%,-5%,6%,1%,22%,0%,?
COc1ccc(CCn2c(=S)[nH]c3ccc(N4CCOCC4)cc3c2=O)cc1OC,9,?,0%,-11%,1%,?,1%,0%,5%,0%,13µM*
Cc1cnc(NC(=O)C(C)N2C(=O)C3CC=CCC3C2=O)s1 (configuration not stated),-19,8%,2%,-1%,-3%,0%,0%,-1%,13%,-1%,-13%
N#Cc1nc(-c2ccc(OCc3ccc(Cl)cc3)cc2)oc1N1CCOCC1,13,4%,-13%,-2%,3%,1%,4%,-6%,1%,1%,5%
O=c1cc(-c2ccccc2Cl)oc2c(NS(=O)(=O)c3ccccc3C(F)(F)F)ccc(O)c12,-12,·,-50%,2%,-7%,1%,-2%,-4%,3%,2%,2%
COc1cccc(NC(=O)CN(C)C(=O)Cc2c(C)nc3ccccc3c2C)c1,-24,·,-6%,1%,-6%,·,·,0%,-2%,1%,·
CCCNC(=O)c1ccc2nc(-c3ccccc3)c(-c3ccccc3)nc2c1,9,-22%,-46%,-1%,-5%,20%,-3%,-1%,3%,1%,5%
CSc1cccc(NC(=O)C2CCCN2S(=O)(=O)c2ccc(Br)s2)c1 (configuration not stated),-20,?,-61%,1%,-14%,-21%,4%,-2%,13%,-6%,-17%
COc1ccc(-c2nc[nH]c2[N+](=O)[O-])cc1,-23,16%,9%,0%,0%,-17%,-1%,-2%,-3%,3%,26%
CCOC(=O)C1=C(C)N(CCCC(=O)NCc2ccc3c(c2)OCO3)C(=O)NC1c1ccc(Br)cc1 (configuration not stated),-5,1%,-19%,-2%,2%,-3%,6%,-2%,-9%,0%,38%
O=C(CNC(=O)C1CCCCC1)NC1CCCCC1,7,10%,?,18%,11%,9%,-1%[11.5 µM],25%,29%,0%,-6%
N#Cc1c(NC(=O)C(=O)NCCCN2CCOCC2)sc2c1CCC2,11,·,17%,-13%,1%,-14%,·,2%,4%,-4%,-22%
COc1ccccc1NC(=O)c1ccc2c(c1)C(=O)N(Cc1ccco1)C2=O,6,·,-21%,2%,?,-1%,·,3%,-2%,1%,-14%

# Source: PubChem (National Center for Advancing Translational Sciences (NCATS))
